RmlC RmlD mix: RmlC/RmlD inhibition, mixture screen | hit rate 0.39% among 110,000 | RmlC/RmlD coupled enzyme inhibition, 384-well mixture HTS | inhibition, % at 5.5 µM; in the data active means inhibition above about 30%, passing the limit was not always enough; further: strong numbers were not always called active
HIV RNase H inh: inhibitors of HIV-1 reverse transcriptase RNase H. P04585. RT-RNase H RNA/DNA duplex cleavage, fluorescence. inhibition, % at 10 µM. hit rate 1.9% among 65,000. AID 565; in the data active means inhibition above about 50%
An asterisk follows results filed as active; · = no result given. These rows are one share of the data (hit frequency here may not be typical).

The first 4 entries, to show the layout:
| SMILES | RmlC RmlD mix | HIV RNase H inh |
| --- | --- | --- |
| O=C(O)CSCc1ccc(Cl)cc1 | -10 | -6 |
| CC(=O)c1cccc(NS(=O)(=O)c2c(C)n[nH]c2C)c1 | 3 | -10 |
| CN1C(=O)C2(C(C#N)=C(N)N(c3ccc(Cl)cc3)C3=C2C(=O)CC(C)(C)C3)c2ccccc21 (centres undefined) | -3 | · |
| CCCc1nn(CCc2ccccn2)c(N)c1CC | -2 | -2 |

The whole of this part (from the top)
| SMILES | RmlC RmlD mix | HIV RNase H inh |
| --- | --- | --- |
| O=C(O)CSCc1ccc(Cl)cc1 | -10 | -6 |
| CC(=O)c1cccc(NS(=O)(=O)c2c(C)n[nH]c2C)c1 | 3 | -10 |
| CN1C(=O)C2(C(C#N)=C(N)N(c3ccc(Cl)cc3)C3=C2C(=O)CC(C)(C)C3)c2ccccc21 (centres undefined) | -3 | · |
| CCCc1nn(CCc2ccccn2)c(N)c1CC | -2 | -2 |
| CC1(C)CC(=O)C2=C(C1)N(c1ccccc1)C(N)=C(C#N)C2c1ccccc1 (centres undefined) | 7 | · |
| Cc1ccc(S(=O)(=O)N2CCN(C3CC(=O)N(CCc4ccccc4)C3=O)CC2)cc1C (centres undefined) | -8 | · |
| CCOc1ccccc1NC(=O)CSc1c(C)n[nH]c1C | 12 | 2 |
| COc1ccccc1NCCC(=O)OCC(=O)NCc1ccco1 | · | 1 |
| Cc1c(NC(=O)c2ccc(N3CCCC3)c([N+](=O)[O-])c2)cccc1-c1nc2ccccc2s1 | 5 | · |
| CCCCn1c(SCc2ccccn2)nc2c1c(=O)n(C)c(=O)n2C | 5 | · |
| COc1ccccc1/C=N/N=C(/N)N[N+](=O)[O-] | 7 | · |
| COc1ccc(CCn2c(-c3ccco3)nc3nc4ccccc4nc32)cc1OC | · | -13 |
| COc1ccc(-c2[nH]nc3oc(=O)cc(C)c23)cc1 | 32 | -38 |
| Cn1c(=O)c2c(n(Cc3ccccc3)c1=O)NC(=O)C2CC(=O)N1CCc2ccccc2C1 (centres undefined) | 8 | -11 |
| CCOC(=O)NCc1ccc2c(c1)OCO2 | 9 | 8 |
| FC(F)(F)c1nnc(-c2ccccc2)nc1Oc1ccccc1 | -17 | · |
| O=C(NNS(=O)(=O)c1ccc(Cl)cc1)C1CCN(Cc2ccccc2)CC1 | -7 | · |
| O=C(Oc1cccc(NC(=O)c2ccco2)c1)c1cccc(S(=O)(=O)N2CCCC2)c1 | 24 | -7 |
| COc1ccc(C(=O)N2c3ccc(F)cc3CCC2C)cc1OC (centres undefined) | -14 | -13 |
| CCc1ccc(NC(=O)Cc2cn(C)c3ccccc23)cc1 | 3 | · |
| Cc1cc2c(c(=O)n1CCN(C)C)C(c1ccc(Cl)cc1)C(C#N)=C(N)O2 (centres undefined) | 4 | -1 |
| COc1cc2nc(NCCCN3CCN(C)CC3)n3nc(-c4ccccc4)nc3c2cc1OC | 4 | · |
| CCOc1ccc(OCC(=O)Nc2ccc(S(=O)(=O)Nc3cc(C)nc(C)n3)cc2)cc1 | 7 | 52* |
| Cc1cccc(N(CC(=O)NCc2ccco2)C(=O)CCC(=O)Nc2ccccn2)c1 | -7 | -4 |
| CCN(CC)C(=O)CSc1ccccc1N | -9 | 7 |
| Cc1noc(C)c1C(=O)NCCc1ccc(Cl)cc1 | 6 | 1 |
| COC(=O)CNC(=O)COc1ccccc1 | 5 | · |
| O=C1CN(C(=O)OCc2ccccc2)c2ccccc2N1 | 27 | -50 |
| O=C(Nc1ccc2ccccc2c1)[C@@H]1C[C@H]1[C@@H](NP(=O)(c1ccccc1)c1ccccc1)c1ccccc1 | -6 | · |
| CCC(=O)Oc1ccc2c(C)cc(=O)oc2c1C | · | -3 |
| COc1ccccc1NC1=C(C)C(=O)CC1 | -12 | -9 |
| O=C(CCn1cccc1)NCc1ccc2c(c1)OCO2 | -10 | 6 |
| Cc1c(C(=O)N2CCN(c3ccccc3F)CC2)sc2ncn(CC(=O)N3CCOCC3)c(=O)c12 | · | 1 |
| CN1CCN(C(=O)c2cc(-c3cccc(Cl)c3)on2)CC1 | · | 0 |
| COc1ccc(NC(=O)CN2CCN(CC(=O)Nc3ccccc3Cl)CC2)c(OC)c1 | 6 | · |
| CCN(CC)CCCNC(=O)Cn1ncn2cccc2c1=O | 3 | · |
| CCc1nnc(NC(=O)CSc2nnc(-c3ccccc3O)n2-c2ccc(C)cc2)s1 | -18 | -13 |
| c1ccc(N2CCN(c3c4c(nc5ncnn35)CCC4)CC2)cc1 | 32 | -7 |
| Cc1ccc(N(C(C)C(=O)O)S(=O)(=O)c2c(C)n[nH]c2C)cc1 (centres undefined) | 1 | -33 |
| CN(CCc1ccccn1)C(=O)CN(C)S(=O)(=O)c1ccc2c(c1)c(=O)n(C)c(=O)n2C | 5 | -7 |
| c1ccc(Cn2c(SCCN3CCOCC3)nnc2-c2cccnc2)cc1 | 1 | -3 |
| CC(C)[C@H](NC(=O)OC(C)(C)C)c1nnc(SCc2cccc(F)c2)o1 | 9 | -8 |
| CCN1CCN(c2ccc(NC(=O)c3cccc(OCc4ccccc4)c3)cc2)CC1 | -8 | · |
| CC1=C(C(=O)Nc2ccccc2)C(c2ccc(O)cc2)N2C(=O)CSC2=N1 (centres undefined) | 2 | · |
| COC(=O)c1ccc2c(=O)sc(N3CCC(C(N)=O)CC3)nc2c1 | · | 6 |
| COc1ccccc1N1C(=O)c2ccccc2NC1c1ccncc1 (centres undefined) | 9 | 12 |
| Cc1csc(NC(=O)Cn2cnnn2)n1 | 0 | -14 |
| COC(=O)c1c(CCl)noc1C(=O)NC(C)C | 5 | · |
| COc1ccc(CCNc2nncc(=O)[nH]2)cc1OC | -10 | · |
| COc1ccc(Cc2nnc(-c3cccc(C)c3)o2)cc1OC | -8 | -52 |
| Cc1ccc2c(c1)cc(CN(Cc1ccc3c(c1)OCO3)S(=O)(=O)c1ccccc1)c1nnnn12 | -13 | -6 |
| COCc1nnc(NC(=O)CCCCCN2C(=O)c3ccccc3C2=O)s1 | 11 | -20 |
| O=C(O)C1C2CCC(O2)C1C(=O)Nc1cccc(F)c1 (centres undefined) | 10 | -7 |
| Cc1cc(C(=O)NCC(=O)OC(C(=O)Nc2cc(C(F)(F)F)ccc2Cl)c2ccccc2)ccc1[N+](=O)[O-] (centres undefined) | 6 | · |
| CCOC(=O)Cc1csc(NC(=O)c2ccc(Br)s2)n1 | 7 | -7 |
| COc1cc(Cl)cc(C#N)c1OCC(=O)O | 3 | -2 |
| O=C(NC1CCCC1)C1C2C=CC(C2)C1C(=O)N1CCOCC1 (centres undefined) | -12 | -7 |
| Nc1ccc(Sc2nnnn2-c2ccccc2)c(Cl)c1 | 9 | -48 |
| O=c1/c(=C/c2ccc(O)cc2)sc2n1CCCN=2 | 7 | · |
| COc1ccccc1N1CCN(C(=O)c2ccc3nc(-c4ccco4)c(-c4ccco4)nc3c2)CC1 | -9 | 44 |

(list continues)
| SMILES | RmlC RmlD mix | HIV RNase H inh |
| --- | --- | --- |
| COc1cc(S(=O)(=O)NC2CCCC2)c(OC)cc1Cl | 14 | · |
| CCC(=O)N1CCN(c2ccc(Cl)cc2NC(=O)c2ccc(Br)o2)CC1 | 6 | 0 |
| COc1cc(O)c2c(c1)OC(c1ccc(O)cc1)CC2=O (centres undefined) | 2 | · |
| CCOC(=O)c1cccc(NC(=O)CCn2nnc3ccccc32)c1 | -30 | 4 |
| COc1ccc(CNC(=O)C(c2cccs2)N(C(=O)c2csnn2)C2CC2)cc1 (centres undefined) | 7 | -4 |
| N/C(=N\OC(=O)c1ccc(Cl)cc1Cl)c1ccc(Cl)cc1 | -9 | · |
| CC(C)/C(=N\NC(=O)Nc1ccccc1)c1ccccc1 | 10 | · |
| Cc1cc(C)n(-c2cc(N3CCN(S(=O)(=O)c4ccc5ccccc5c4)CC3)ccc2[N+](=O)[O-])n1 | 6 | · |
| Nn1c(SCC(=O)NCc2ccccc2)nnc1C1CC1 | 8 | -6 |
| Cc1nn2c(NCC(C)C)c3c(nc2c1-c1ccccc1)CCC3 | -37 | · |
| CS(=O)(=O)Nc1ccccc1C(=O)c1ccccc1 | 12 | -16 |
| CCCCOP(=O)(CN1CCOCC1)OCCCC | 8 | · |
| Cc1c(C(=O)Nc2cccc3cccnc23)oc2ccccc12 | -11 | -5 |
| CCc1cc2c(=O)n(CC)c(SC(C)C(=O)Nc3c(C)n(C)n(-c4ccccc4)c3=O)nc2s1 (centres undefined) | -31 | · |
| Cc1cc(OCCCC(=O)NC2=NCCS2)ccc1Cl | -5 | · |
| O=C(O)c1cc(-c2ccc3c(c2)OCO3)nc2ccccc12 | -5 | -4 |
| COc1cccc2c(=O)n(CC(=O)Nc3ccccc3)ccc12 | 7 | · |
| O=c1[nH]ncn1-c1cccc(C(F)(F)F)c1 | -2 | · |
| COc1cc([N+](=O)[O-])ccc1NC(=O)CCCOc1cccc(C)c1C | 10 | · |
| COC(=O)CSc1nsc(SCC(=O)OC)c1C#N | 10 | 9 |
| O=C(CCCCCn1c(=S)[nH]c2cc3c(cc2c1=O)OCO3)N1CCN(C(=O)c2ccco2)CC1 | -10 | 10 |
| CCOC(=O)C1=C(C)N(C)C(C)=C(C(=O)OCC)C1c1ccccn1 | 9 | -8 |
| CCn1c(Cc2c(C)[nH]c3ccccc23)nnc1SCC(=O)NCc1ccccc1 | 9 | · |
| CC(C)C(NCc1c(Cl)cccc1Cl)C(=O)O (centres undefined) | -5 | 10 |
| CCCSc1nnc2n(-c3ccccc3OC)c(=O)c3c4c(sc3n12)CCC4 | · | 0 |
| O=C(Cn1c(S(=O)(=O)Cc2ccccc2)nc2ccccc21)N1CCCCC1 | 5 | -5 |
| CC(C)CNC(=O)C(=O)N/N=C/c1cccs1 | -3 | · |
| COc1ccc(C(=O)N2CCOCC2)cc1Br | -11 | -2 |
| CCN(CC)S(=O)(=O)c1ccc2c(c1)c(=O)c(C(=O)NCCN(C)CCc1ccccc1)cn2C | 9 | -15 |
| O=C(NCC1COc2ccccc2O1)C1CCN(S(=O)(=O)c2cccc3nsnc23)CC1 (centres undefined) | 3 | 22 |
| CCCCn1c(Oc2ccc(C(=O)OC)cc2)nc2c1c(=O)n(C)c(=O)n2C | -10 | -15 |
| COc1ccc(S(=O)(=O)n2nc(OC(=O)C3CCCCC3)cc2N)cc1 | 2 | 0 |
| CC(C)CC(c1nnnn1CC1CCCO1)N1CCN(C2CCCC2)CC1 (centres undefined) | 12 | -13 |
| Cc1sc(=NC(=O)c2ccco2)n(C)c1-c1ccc(Cl)cc1 | 8 | · |
| Cc1ccc(C)c(OCCOCCN2CC(C)OC(C)C2)c1C (centres undefined) | -4 | · |
| CC(C)NS(=O)(=O)c1ccc(OCC(=O)N2CCN(C)CC2)cc1 | -9 | -17 |
| Cc1ccc(OCC(=O)N2CCCc3ccccc32)cc1 | -9 | · |
| O=C(NCc1ccccc1)NC1(C(=O)Nc2ccc3c(c2)OCCO3)CCCCC1 | -9 | -12 |
| Cc1ccc(-c2noc(CSc3nnc(Cc4cccs4)n3-c3ccccc3)n2)cc1 | 6 | · |
| CCCNC(=O)c1ccccc1NC(=O)C1COc2ccccc2O1 (centres undefined) | 9 | · |
| O=C(Cc1c(C(=O)O)[nH]c2ccc(Cl)cc12)Nc1ccc2c(c1)OCCO2 | -4 | 2 |
| Nc1cc(=O)[nH]c(SCc2cccc(Cl)c2)n1 | 6 | -11 |
| Cc1sc2ncn(CC(=O)NCC(=O)N(C)Cc3ccccc3)c(=O)c2c1C | 8 | · |
| CCCNC(=O)C1CCN(c2ccc(S(=O)(=O)N3CCOCC3)cc2Cl)CC1 | 5 | · |
| Cc1sc2ncn(CC(=O)NCCCC(=O)N3CCN(c4ncccn4)CC3)c(=O)c2c1C | 9 | -18 |
| C=CCn1c(SCc2c(C)noc2C)nc2sc3c(c2c1=O)CCCC3 | 6 | · |
| CCCCOc1ccc(CC2C(=O)N(C)C(=O)N(C)C2=O)cc1 | -6 | -20 |
| CCN(CC)C(=O)COc1cccc2ccccc12 | 17 | -44 |
| COc1ccc(C(=O)NCc2nnc(SCC(=O)Nc3nnc(C)s3)o2)cc1 | -7 | · |
| COc1ccc(-n2c(SCC(=O)Nc3cc(C)on3)nc3ccc(O)cc3c2=O)cc1OC | -24 | 26 |
| O=c1ccc(/C=C/c2ccccc2)nn1Cc1ccccc1Cl | -8 | · |
| Cc1ccccc1C1=NCC(=O)N(CC(=O)N2CCCCC2)c2sc(C)c(C)c21 | -21 | · |
| Cc1ccc2c(c1)N(CCC(=O)NCC1COc3ccccc3O1)C(=O)CO2 (centres undefined) | -11 | -16 |
| Cc1ccc(C2C(C#N)=C(N)N(c3ncn[nH]3)C3=C2C(=O)CC(C)(C)C3)cc1 (centres undefined) | -12 | · |
| C=C1CCN([C@@H](CC(C)C)C(=O)N2CCCC2)S(=O)(=O)c2ccccc21 | -14 | · |
| CCC(C)Sc1nc2c(c(=O)[nH]c(=O)n2C)n1CC(O)COc1cccc2ccccc12 (centres undefined) | 4 | 76* |
| Cc1csc(N2CCc3ccccc32)n1 | 7 | -54 |
| CCC1SC(=NC(=O)c2ccc(Cl)c(Cl)c2)NC1=O (centres undefined) | -5 | -5 |
| CCOC(=O)c1sc(NC(=O)c2cccc(S(=O)(=O)N(CC)CC)c2)cc1C | 5 | · |
| CC(Sc1n[nH]c(N)n1)C(=O)C12CC3CC(CC(C3)C1)C2 (centres undefined) | -7 | · |

Entries above with a CF3 group, in the order listed:
| SMILES | RmlC RmlD mix | HIV RNase H inh |
| --- | --- | --- |
| FC(F)(F)c1nnc(-c2ccccc2)nc1Oc1ccccc1 | -17 | · |
| Cc1cc(C(=O)NCC(=O)OC(C(=O)Nc2cc(C(F)(F)F)ccc2Cl)c2ccccc2)ccc1[N+](=O)[O-] (centres undefined) | 6 | · |
| O=c1[nH]ncn1-c1cccc(C(F)(F)F)c1 | -2 | · |

More compounds follow.
| SMILES | RmlC RmlD mix | HIV RNase H inh |
| --- | --- | --- |
| O=S(=O)(N/N=C/c1cn(Cc2ccccc2)c2ccccc12)c1ccccc1 | 2 | · |
| Nc1nc(SCC(=O)NCCCN2CCOCC2)nc2sc3c(c12)CCC3 | -71 | 5 |
| COc1ccc(CCN(C)CCC(=O)Nc2cc(C)ccc2C)cc1OC | 10 | · |
| CC1CCCC(C)N1C(=O)CN1C(=O)C(C)(C)Oc2ccc(C(=O)NC3CCCCC3)cc21 (centres undefined) | 11 | 2 |
